GAA glycogen mod – inhibitors or activators of human alpha-glucosidase glycogen cleavage; recombinant GAA, glycogen substrate, Amplex Red glucose oxidase fluorescence; P10253; Potency, µM (doses to about 76.4 µM), for the others: at the highest dose activity change, negative = inhibition, actives largely listed as inhibitors; actives 0.38% (n = 300,000);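 note: 0% = full enzyme reaction and -100% = no-enzyme basal signal; the screen sought inhibitors and activators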
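qHTS, 1536-well; enzyme 4 nM final; cpd up to 77 uM; substrate bovine liver glycogen 30 ug; 50 mM citrate/phosphate pH 5.0, 0.01% Tween-20; 37 C, 40 min; Amplex Red detection 45 min RT; Hill fit → AC50.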
Tau fluor counter – counter-screen for tau fibril formation inhibitors; tau K18 P301L (four-repeat tau fragment) Alexa594 fluorescence, heparin fibrillization; Potency, µM (doses to about 57.7 µM), for the others: top-dose activity change, negative = decrease; actives 0.93% (n = 280,000); AID 1463; note: % is set by controls: 0 for no effect and ±100 for the full control effect; nearly all actives have a fitted effect of over 55% in size
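Human K18 P301L tau (15 uM unlabeled plus 0.24 uM Alexa 594-labeled, final) in 100 mM sodium acetate pH 7 was mixed with compound and 20 uM heparin and incubated 6 hr at 37 C.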
Epigenetic derep – regulators of epigenetic silencing causing reporter derepression in mouse cells | murine LDR cells, GFP reporter derepression, 30 h | Potency, µM (doses to about 53.9 µM), for the others: at the top dose GFP activation, actives largely listed as activators | actives 0.2% (n = 280,000) | AID 1865; note: % of control where 0% means no effect; nearly all actives have a fitted effect of over 60% in size
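Murine LDR cells carrying a silenced, genomically integrated CMV-driven GFP reporter were exposed to compound for 30 hours at 37 C. After PBS washes, GFP-positive cells (20–120 um objects) were counted by laser-scanning microplate cytometry.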
An asterisk follows results filed as active; ? = inconclusive; & = joins results of further samples; [ ] = dose if it differs, or a comment. Calls come from the whole dose curve; as a rule, active = well fitted curve in the direction sought with a large enough effect; inconclusive = small, poorly fitted or top-dose-only effect, or another doubt; inactive = no such curve, though single readings can be large; an effect the other way counts as inactive or inconclusive. Potency is the fitted concentration of half-maximal effect. These rows are one share of the data; the hit share may differ from the screen's.

SMILES	GAA glycogen mod	Tau fluor counter	Epigenetic derep
COc1ccc(-c2cc(C(F)(F)F)nc(SCCC(=O)Nc3cc(C)ccc3O)n2)cc1	?	?	0.0%
COc1ccc(C(=O)Nc2ccc(-c3nc4ccccc4s3)cc2C)cc1Cl	-3.1%[76.3 µM]	-0.5%	0.0%
O=C1COc2ccc(-c3cc(-c4ccccc4)c4c(n3)-c3ccccc3OC4)cc2N1	13.1%[76.3 µM]	-13.6%	4.3%
COc1ccc(S(=O)(=O)NCc2nc3nc(C)cc(C)n3n2)cc1OC	-6.0%&16.3%[76.3 µM]	7.6%	-3.2%
CCOc1ccc(CN(C(=O)c2cc(=O)c3cc(C)cc(C)c3o2)C2CCS(=O)(=O)C2)cc1 (centres undefined)	13.9%[76.3 µM]	-2.1%	-1.9%
COc1cccc(NC(=O)CCCn2c(=O)c3cccn3c3cccnc32)c1	-12.3%[76.3 µM]	-15.0%	-1.5%
CCCCOc1ccccc1C(=O)N(Cc1sccc1C)C1CCS(=O)(=O)C1 (centres undefined)	-2.8%[76.3 µM]	-13.0%	-1.9%
CCOC(=O)CN1C(=O)c2ccccc2Sc2ncccc21	0.9%	-2.6%	-3.0%
CC(=O)N1CCc2cc(S(=O)(=O)NC(CC(C)C)C(=O)Nc3ccc(C(C)C)cc3)ccc21 (centres undefined)	15.8%[76.3 µM]	-15.5%	5.2%
O=C(Nc1sc2c(c1C(=O)NCc1ccco1)CCCC2)c1cc(=O)c2ccccc2o1	-0.3%[76.3 µM]	-12.6%	?
Cc1cccc(C)c1NC(=O)C1CCCN1S(=O)(=O)c1cccc2nsnc12 (centres undefined)	13.6%[76.3 µM]	-6.1%	1.1%
COc1cc(C(=O)Nc2ccc(-c3nc4ccccc4o3)c(O)c2)cc(OC)c1OC	-6.3%[76.3 µM]	-26.3%	3.2%
COc1ccc(Cn2c(C(=O)O)c(CNCC(C)c3ccccc3)c3ccc(OC)cc32)cc1 (centres undefined)	-3.9%[76.3 µM]	0.0%	-1.0%
Cc1cccc(N2CCn3c2nc2c3c(=O)n(C/C=C/c3ccccc3)c(=O)n2C)c1	3.1%[76.3 µM]	-1.5%	0.0%
COc1nc(-c2ccc(C)cc2)ccc1-c1noc(-c2ccc(C(C)(C)C)cc2)n1	15.7%[76.3 µM]	-8.3%	0.0%
CCOC(=O)COc1ccc([N+](=O)[O-])cc1-c1ccnc2cc(-c3ccc(Cl)cc3)nn12	-1.7%[76.3 µM]	?	9.7%
CN(Cc1ccco1)S(=O)(=O)c1nnc(NC(=O)c2ccccc2Cl)s1	-14.4%&-4.3%[76.3 µM]	-0.3%	2.8%
CCOc1cc(C2Nc3ccccc3-c3nnc(SCc4ccccc4)nc3O2)ccc1OC (centres undefined)	13.1%[76.3 µM]	-13.0%	0.4%
COc1ccc(N2CCN(C(=O)c3cc4c(-c5ccccc5F)nn(C)c4s3)CC2)cc1	3.7%[76.3 µM]	?	0.3%
CCN(c1ccccc1)c1nnc(NC(=O)Nc2ccc(C)cc2)s1	14.1%[76.3 µM]	-12.4%	-0.1%
Cc1ccc(NC2(c3ccccc3)C(=O)c3ccccc3C2=O)cc1F	6.7%[76.3 µM]	?	0.4%
COCCN(Cc1ccco1)C(=O)Cn1ncc2c([nH]c3ccccc32)c1=O	10.6%[76.3 µM]	8.8%	-0.4%
COc1ccc(Cn2c(SCc3ccc(C(=O)NC4CCCCC4)cc3)nc3cccnc32)cc1	-2.0%[76.3 µM]	4.1%	1.2%
O=S(=O)(c1ccc(Cl)cc1)c1nnn2c1nc(NCc1cccs1)c1sccc12	19.0%[76.3 µM]	-7.6%	2.4%
COc1ccc(C(=O)Nc2ccc3oc(-c4ccc5ccccc5c4)nc3c2)cc1Br	1.0%[76.3 µM]	-29.3%	-0.8%
COc1ccc(OC)c(CCNC(=O)c2ccc(CS(=O)Cc3cccc(Cl)c3)o2)c1 (centres undefined)	0.5%&-1.6%[76.3 µM]	-14.8%	1.3%
Cc1cccc(-c2noc(-c3cccnc3NCc3ccco3)n2)c1	2.1%[76.3 µM]	-7.9%	-1.3%
Cc1ccc(-c2nnc(Nc3cccc(O)c3)c3ccccc23)cc1S(=O)(=O)N1CCCCC1	1.3%[76.3 µM]	8.91µM*[quencher]	-0.8%
CC(C)CC(=O)Nc1ccc2nc(SCC(=O)N3CCCC3)sc2c1	16.1%[76.3 µM]	-4.9%	-1.6%
COc1ccc(NC(=O)COc2ccc(S(=O)(=O)NC3CCCCC3)cc2)c(OC)c1	-11.0%[76.3 µM]	-16.6%	2.8%
COc1ccc(-c2noc(CC(=O)Nc3ccc(C)c(F)c3)n2)cc1	16.6%[76.3 µM]	1.3%	7.0%
Cc1ccc(S(=O)(=O)c2nc(-c3ccc(F)cc3)oc2SCC(=O)NC2CCCCC2)cc1	-1.8%[76.3 µM]	-22.6%	-1.2%
CCC(CC)C(=O)Nc1nnc(S(=O)(=O)N2CCc3ccccc32)s1	-20.3%&-6.0%[76.3 µM]	-25.9%	1.4%
CCCn1c2ccccc2c2cnn(CC(=O)N(Cc3ccccc3)C(C)C)c(=O)c21	-13.3%[76.3 µM]	-1.6%	-0.4%
O=C(c1[nH]c2ccccc2c1Sc1ccc(Cl)cc1)N1CCCCC1	10.4%[76.3 µM]	-16.7%	-0.8%
O=C(Cc1ccc(Cl)cc1)Nc1ccc2oc(-c3ccccc3F)nc2c1	-8.6%[76.3 µM]	-9.8%	0.0%
Cc1ccc(C)c(NS(=O)(=O)c2cc3c(cc2Cl)NC(=O)CO3)c1	-9.9%[76.3 µM]	14.1µM*[quencher]	1.1%
CC(C)CCn1c(=O)c2sccc2n2c(CCCC(=O)NC3CCC(C)CC3)nnc12 (centres undefined)	13.3%[76.3 µM]	-3.5%	-1.7%
CCN(CC)S(=O)(=O)c1ccc2c(c1)N(CC(=O)NCc1ccccc1)C(=O)CS2	15.5%[76.3 µM]	-5.1%	1.1%
COc1ccc(CN(Cc2ccco2)c2cnc(S(C)(=O)=O)nc2C(=O)Nc2ccc(C)c(C)c2)cc1	5.2%[76.3 µM]	-9.2%	-3.2%
CCn1c(C(=O)N2CCCC(C(=O)N3CCN(c4cc(C)ccc4C)CC3)C2)cc2sccc21 (centres undefined)	-14.2%[76.3 µM]	-10.0%	1.4%
Cc1ccc(C(=O)Nc2nnc(S(=O)(=O)N3CCOCC3)s2)cc1	10.7%&0.6%[76.3 µM]	-16.7%	5.1%
CCOC(=O)c1c(C)n(-c2ccccc2)c2ccc(OC(=O)c3ccccc3Cl)cc12	-8.4%[76.3 µM]	-9.9%	-1.6%
CC(C)Cn1c(=O)c2ccccc2n2c(CCC(=O)Nc3cccc(Cl)c3)nnc12	4.5%[76.3 µM]	-5.6%	2.7%
Cn1cc(C(=O)N2CCN(c3ccccc3)CC2)c(=O)c2cc(S(=O)(=O)N3CCCC3)ccc21	0.7%&-6.8%[76.3 µM]	-2.6%	10.3%
Cc1ccccc1CSc1cn(CC(=O)N2CCCCC2)c2ccccc12	4.9%[76.3 µM]	-25.7%	-1.5%
COc1cc(NS(=O)(=O)c2ccc3[nH]c(=O)[nH]c3c2)cc(OC)c1	3.0%&12.2%[76.3 µM]	-12.1%	0.0%
Cc1ccc(Cn2c(C)c(CNCCCc3ccccc3)c(C(=O)O)c2C)cc1	-2.1%[76.3 µM]	6.0%	4.8%
COc1ccc(-c2noc(-c3ccc(NCCc4ccccc4)c([N+](=O)[O-])c3)n2)cc1OC	15.5%[76.3 µM]	-19.0%	2.9%
CC(C)c1ccc(NC(=O)c2cccc3c2C(=O)N(C2CCCCC2)C3)cc1	16.0%[76.3 µM]	-25.2%	1.2%

The list goes on, starting with the last 2 of the part before.
SMILES	GAA glycogen mod	Tau fluor counter	Epigenetic derep
COc1ccc(-c2noc(-c3ccc(NCCc4ccccc4)c([N+](=O)[O-])c3)n2)cc1OC	15.5%[76.3 µM]	-19.0%	2.9%
CC(C)c1ccc(NC(=O)c2cccc3c2C(=O)N(C2CCCCC2)C3)cc1	16.0%[76.3 µM]	-25.2%	1.2%
O=C(NCCc1ccccc1)c1cc(-c2ccc(Br)cc2)on1	-4.0%[76.3 µM]	-5.0%	-1.8%
Cc1ccn2c(Nc3ccc4c(c3)OCCO4)c(-c3ccc(Cl)s3)nc2c1	?	7.08µM*[quencher]	11.1%
Cc1cc(Br)ccc1NC(=O)C1(S(=O)(=O)c2ccc(Cl)cc2)CC1	-9.6%[76.3 µM]	?	-1.8%
Cc1ccc(NCc2cccn2-c2nnc(N3CCC(C(=O)NCCc4ccc(Cl)cc4)CC3)s2)cc1	2.7%[76.3 µM]	?	1.1%
CCOC(=O)c1c(C)c(-c2ccccc2)n(CC(=O)NC(CC)Cc2ccccc2)c1C (centres undefined)	-3.7%[76.3 µM]	-14.0%	0.0%
COc1cccc(NC(=O)CSc2nc3c(oc4ccccc43)c(=O)n2Cc2ccco2)c1	10.9%[76.3 µM]	-20.1%	2.7%
Cc1ccc(Cl)cc1NC(=O)Cn1c(=O)oc2cc(S(=O)(=O)N3CCCC3)ccc21	9.5%[76.3 µM]	-1.7%	16.3%
COc1ccccc1NC(=O)CSc1oc(-c2ccc(F)cc2)nc1S(=O)(=O)c1ccc(Br)cc1	-13.2%[76.3 µM]	-24.6%	2.5%
CC(=O)Nc1nonc1-c1nnc(SCC(=O)Nc2cc(C)ccc2C)n1-c1ccccc1	-7.1%[76.3 µM]	-23.6%	1.6%
O=c1ccc(-c2ccccc2)nn1Cc1ccc(F)cc1Cl	-23.9%	-20.8%	-3.8%

One compound at a time, from the list above. Order of screens: GAA glycogen mod | Tau fluor counter | Epigenetic derep
COc1ccc(CN(Cc2ccco2)c2cnc(S(C)(=O)=O)nc2C(=O)Nc2ccc(C)c(C)c2)cc1 is listed as 5.2%[76.3 µM] | -9.2% | -3.2%
CCOC(=O)c1c(C)c(-c2ccccc2)n(CC(=O)NC(CC)Cc2ccccc2)c1C (centres undefined) is listed as -3.7%[76.3 µM] | -14.0% | 0.0%
O=C(Cc1ccc(Cl)cc1)Nc1ccc2oc(-c3ccccc3F)nc2c1 is listed as -8.6%[76.3 µM] | -9.8% | 0.0%
Cc1cccc(-c2noc(-c3cccnc3NCc3ccco3)n2)c1 is listed as 2.1%[76.3 µM] | -7.9% | -1.3%

(next part)
SMILES	GAA glycogen mod	Tau fluor counter	Epigenetic derep
O=C(CC1N=C2c3ccccc3N=C(SCC(=O)Nc3cccc(Cl)c3)N2C1=O)NCc1cccs1 (centres undefined)	?	?	2.1%
CCOC(=O)c1cccc(NC(=O)C2=C(C)C(=O)OC23CCCCC3)c1	-5.2%[76.3 µM]	-24.8%	-1.1%
Cc1cccc(NC(=O)c2oc3ccccc3c2NC(=O)c2cc(=O)c3ccc(C)cc3o2)c1	-0.3%[76.3 µM]	-11.3%	1.1%
COc1ccc(C)cc1Nc1nc2c(S(=O)(=O)c3cc(C)ccc3C)nnn2c2ccsc12	16.9%[76.3 µM]	-9.8%	-0.7%
COc1ccccc1-c1nn(CCC(=O)Nc2cccc(C(C)=O)c2)c2nc(C)cc(C)c12	11.5%[76.3 µM]	-12.3%	-6.5%
Brc1ccc(-c2cn3cc(Cc4ccccc4)sc3n2)cc1	-2.5%[76.3 µM]	-26.6%	-1.0%
Cc1ccc(S(=O)(=O)N(CC(O)Cn2c3ccccc3c3ccccc32)c2cccc(C(N)=O)c2)cc1 (centres undefined)	3.1%[76.3 µM]	?	1.2%
Cc1c(Cl)cccc1NC(=O)Cn1c(=O)n(Cc2ccco2)c(=O)c2oc3ccccc3c21	-6.2%[76.3 µM]	-10.6%	?
Cc1ccc(NC(=O)c2c(C)oc3ccc(O)c(CN(C)Cc4ccccc4)c23)c(C)c1	7.7%[76.3 µM]	-23.3%	-1.9%
CCc1cc(C(=O)Nc2c(C)nn(Cc3ccc(C)cc3)c2C)no1	7.5%[76.3 µM]	-3.3%	-1.8%
Cc1ccc(Nc2nnc(-c3ccc(C)c(S(=O)(=O)N4CCN(C)CC4)c3)c3ccccc23)cc1	16.1%[76.3 µM]	-29.5%	-0.9%
COc1ccc(NC(=O)c2c(C)oc3ccc(O)c(CN4CCCC(C)C4)c23)cc1 (centres undefined)	-1.8%[76.3 µM]	-13.6%	-0.8%
CCOc1ccc(CCNC(=O)c2cc3c(=O)n(C)c4ccccc4c3s2)cc1OCC	11.8%[76.3 µM]	-11.7%	0.2%
COc1ccc(Cl)cc1NC(=O)CCS(=O)(=O)c1cccc2nonc12	-12.9%[76.3 µM]	-21.2%	8.9%
O=C(O)c1ccc(NC(=O)c2cc3ccccc3o2)cc1	1.7%&-5.2%[76.3 µM]	-10.9%	-0.8%
CCOC(=O)N1CCN(Cc2nc3cc(NC(C)=O)ccc3n2C(C)C)CC1	1.3%[76.3 µM]	-1.3%	3.2%
